# Bcl-B displacement – displacers of TR3 peptide from Bcl-B, primary screen, selectivity assay for Bfl-1 inhibitor project, biochemical, fluorescence polarization; AID 748; 0.11% of 96,000 active; displacement, % at 20 µM; hits with a dose series show IC50 in µM; FP displacement of FITC-TR3 peptide from Bcl-B; higher % means a stronger effect;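 active = displacement above 50% at 20 µM plus a fluorescence interference ratio under 1.5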;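 note: plate controls were wells without compound for no effect and wells lacking Bcl-B protein for full effect; a part of the inactive calls stands beside numbers as strong as those of hits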
# NFkB transloc inh – blocks IL-1B driven NFkB nuclear translocation in HUVEC cells | HUVEC IL-1B NFkB p65 nuclear translocation imaging | inhibition, % at 2 µM | 0.43% of 94,000 active | AID 796;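 active = inhibition above about 30% together with a positive call from visual inspection of the well image, limit read from the data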;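 note: nuclear over cytoplasmic p65 intensity ratio measured by imaging; 0% = IL-1B stimulated DMSO wells and 100% = unstimulated DMSO wells; values of inactives mirror those of a sister screen read the other way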
# PLAP inhibition – inhibition of human placental alkaline phosphatase – biochemical, luminescence, HTS (AID 690); inhibition, % at 20 µM; hits with a dose series show IC50 in µM; purified PLAP, luminescent substrate; higher % means a stronger effect; 0.08% of 96,000 active; in the data active = a potency from the dose series; inactive = the rest, 99 in 100 with inhibition below about 30%; note: strong numbers were not always called active
# MRP resist rev – MRP-mediated drug resistance reversal; H69AR cells + 2 uM doxorubicin, CellTiter-Glo, 72 h; differential viability (reversal), % at 10 µM; 0.04% of 85,000 active; AID 602;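 active = viability drop by adding the cancer drug above about 55%, with treated viability meeting a 40% cutoff, limit read from the data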;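 note: viability without doxorubicin minus viability with 2 µM doxorubicin for each compound; larger differential means the compound sensitizes cells more to doxorubicin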
# NFkB transloc pot – enhances IL-1B driven NFkB nuclear translocation; HUVEC IL-1B NFkB p65 nuclear translocation imaging; activation, % at 2 µM; 0.3% of 94,000 active;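 active = activation above 40%, about the mean plus 3 SD, also judged a hit on visual image review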;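 note: percent activation is computed from the nuclear over cytoplasmic p65 intensity ratio; values of inactives mirror those of a sister screen read the other way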
# MRP resist rev cytotoxicity – further read-out of MRP resist rev, marked with its call; viability, %; H69AR cells, CellTiter-Glo, 72 h; measured here: cytotoxicity without doxorubicin
# MRP resist rev with doxorubicin – further read-out of MRP resist rev, marked with its call; viability, %; measured here: viability with 2 uM doxorubicin; hits give low values
# NFkB transloc inh cell count 2 µM – second read-out of NFkB transloc inh, no call of its own (marks repeat the call); cell count; measured here: cells passing quality filter;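 raw number of nuclei counted in each imaged well without normalization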
# NFkB transloc pot cell count 2 µM – further read-out of NFkB transloc pot, marked with its call; cell count; measured here: cells passing quality filter
# * hit, by the source's call; x = no result given.
SMILES,Bcl-B displacement,NFkB transloc inh,NFkB transloc inh cell count 2 µM,PLAP inhibition,MRP resist rev,MRP resist rev cytotoxicity,MRP resist rev with doxorubicin,NFkB transloc pot,NFkB transloc pot cell count 2 µM
COc1ccc(S(=O)(=O)N2CCC(C(=O)N3CCCC3)CC2)cc1Cl,9%,-31,117,-71%,8,86,78,31,117
Cc1cc2nc(C)n(CCCN)c2cc1C,-4%,-15,194,-16%,-29,13,42,15,194
CON/C=C(\C=Nc1ccccc1)c1ncc(C(F)(F)F)cc1Cl,4%,-6,118,16%,x,x,x,5,118
CCCCNC(=O)c1ccccc1C(=O)NCCCC,4%,8,93,4%,-3,95,99,-8,93
COc1ccc(CC(=O)NCc2cn3ccsc3n2)cc1,1%,5,233,17%,-1,1,2,-5,233
COc1ccc(OC)c(NC(=O)C2CCCC2)c1,-10%,-1,141,-2%,0,93,93,1,141
O=C(Oc1cccc([N+](=O)[O-])c1)c1cc(-c2ccccc2)nc2ccccc12,5%,-1,170,12%,x,x,x,1,170
Cc1ccc(Sc2c(C=O)c3ccccc3n2C)cc1,-3%,-10,118,-11%,x,x,x,10,118
O=C(c1ccc(Br)o1)N1CCN(C/C=C/c2ccccc2)CC1,-4%,0,101,-12%,0,84,84,0,101
Cc1cccc(N2C(=O)CC(N3CCC(c4nc5ccccc5[nH]4)CC3)C2=O)c1 (configuration not stated),-8%,-16,62,-8%,8,109,101,16,62
COc1ccccc1NC(=O)C(C/C=C(/C)Cl)C(C)=O (configuration not stated),x,-7,104,x,-1,87,88,7,104
COC(=O)c1ccccc1NC(=S)NC(=O)c1ccccc1,-10%,10,109,17%,x,x,x,-10,109
CCOC(=O)CCNCC1COc2ccccc2O1 (configuration not stated),1%,-22,169,-7%,x,x,x,22,169
COc1ccccc1CC1(C)NC(=O)N(CC(=O)N2CCc3ccccc3C2)C1=O (configuration not stated),-1%,10,212,-22%,5,105,99,-10,212
Cc1nn(Cc2cccc(C(=O)Nc3ccn(Cc4ccccc4F)n3)c2)c(C)c1[N+](=O)[O-],-5%,19,200,6%,x,x,x,-19,200
CCOC(=O)c1c(NS(=O)(=O)c2cccc(OC)c2)sc2c1CCC2,6%,13,110,-27%,-4,87,91,-13,110
Cn1cc(S(=O)(=O)Nc2ccc(F)cc2F)c(=O)n(C)c1=O,-2%,-14,64,9%,9,104,95,15,64
Cc1cc(Cl)c(S(=O)(=O)Nc2ccc(Cl)cn2)cc1OCC(N)=O,x,-5,144,x,7,105,98,5,144
CCOC(=O)N1CCC(NC(=O)c2cc(C)c3c(C)nn(-c4ccccc4)c3n2)CC1,-11%,-9,198,-7%,-30,22,51,9,198
CC(C)NCC(O)COc1c(F)cc(Br)cc1F (configuration not stated),1%,-2,94,-8%,3,82,79,2,94

# Random excerpt: three entries already listed, in no set order.
SMILES,Bcl-B displacement,NFkB transloc inh,NFkB transloc inh cell count 2 µM,PLAP inhibition,MRP resist rev,MRP resist rev cytotoxicity,MRP resist rev with doxorubicin,NFkB transloc pot,NFkB transloc pot cell count 2 µM
CC(C)NCC(O)COc1c(F)cc(Br)cc1F (configuration not stated),1%,-2,94,-8%,3,82,79,2,94
Cc1cc2nc(C)n(CCCN)c2cc1C,-4%,-15,194,-16%,-29,13,42,15,194
CCOC(=O)c1c(NS(=O)(=O)c2cccc(OC)c2)sc2c1CCC2,6%,13,110,-27%,-4,87,91,-13,110

# Remaining list, next part.
SMILES,Bcl-B displacement,NFkB transloc inh,NFkB transloc inh cell count 2 µM,PLAP inhibition,MRP resist rev,MRP resist rev cytotoxicity,MRP resist rev with doxorubicin,NFkB transloc pot,NFkB transloc pot cell count 2 µM
O=C(NC12CC3CC(CC(C3)C1)C2)C1=COCCO1,-5%,-3,158,-17%,12,96,84,3,158
COc1ccc(CC(=O)Nc2cc(C)on2)cc1,0%,-10,161,24%,7,95,88,10,161
CCCSc1nc(C)cc(C)c1C(N)=O,-14%,1,162,4%,0,93,93,-1,162
CCOc1ccc(S(=O)(=O)N2CCN(Cc3ccccc3)CC2)c2cccnc12,2%,-23,111,-31%,-29,49,78,23,111
COc1cc(NC2c3ccccc3C(=O)N2c2ccc(C)cn2)cc(OC)c1OC (configuration not stated),4%,10,41,-51%,6,93,87,-10,41
CC(=O)N1CCC2(CC1)CC(=O)c1cc(OCC(=O)NCc3ccc(C)cc3)ccc1O2,-2%,-7,139,-40%,0,89,89,7,139

# 3 compounds from above, ordered by their value in NFkB transloc pot cell count 2 µM, ascending.
canonical_smiles	Bcl-B displacement	PLAP inhibition	NFkB transloc pot	NFkB transloc pot cell count 2 µM
O=C(NC12CC3CC(CC(C3)C1)C2)C1=COCCO1	-5%	-17%	3	158
COc1ccc(CC(=O)Nc2cc(C)on2)cc1	0%	24%	10	161
CCCSc1nc(C)cc(C)c1C(N)=O	-14%	4%	-1	162

# In a second layout: results already given.
O=C(Oc1cccc([N+](=O)[O-])c1)c1cc(-c2ccccc2)nc2ccccc12
  Bcl-B displacement: 5%
  NFkB transloc inh: -1
  NFkB transloc inh cell count 2 µM: 170
  PLAP inhibition: 12%
  MRP resist rev: x
  MRP resist rev cytotoxicity: x
  MRP resist rev with doxorubicin: x
  NFkB transloc pot: 1
  NFkB transloc pot cell count 2 µM: 170

Cc1ccc(Sc2c(C=O)c3ccccc3n2C)cc1
  Bcl-B displacement: -3%
  NFkB transloc inh: -10
  NFkB transloc inh cell count 2 µM: 118
  PLAP inhibition: -11%
  MRP resist rev: x
  MRP resist rev cytotoxicity: x
  MRP resist rev with doxorubicin: x
  NFkB transloc pot: 10
  NFkB transloc pot cell count 2 µM: 118

# Bioassay records deposited in PubChem BioAssay by several laboratories.

# These rows are one share of the data; rates above refer to the full screens.
